Screens deposited in PubChem BioAssay by National Center for Advancing Translational Sciences (NCATS).
RXFP1 agonist – activates the human relaxin receptor RXFP1; Potency, µM (highest dose often 57.5 µM), inactives show top-dose activation, most hits filed as activators; HEK293T-RXFP1 cAMP TR-FRET, 30 min; response scale: percent of porcine relaxin response, buffer zero; actives 0.3% (n = 370,000); Q9HBX9; also: potency is read from the fitted curve at half-maximal effect; % is scaled to controls: 0 for no effect and ±100 for the full control effect; nearly all actives have a fitted effect of over 60% in size; many of its hits are not listed in these tables
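cAMP rise read by TR-FRET after 30 min, 37C compound exposure (up to 58 uM) in RXFP1-transfected HEK293 cells with Ro 20174 present. EC50 from Hill-equation fits, with 29 nM porcine relaxin as 100% and buffer as basal.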
Vif-A3G inh – Vif-A3G binding inhibition; HeLa A3G-eYFP + Vif (tagged APOBEC3G with the HIV-1 protein that degrades it), YFP fluorescence, overnight; actives 0.076% (n = 410,000); Potency, µM (titrated, usually from 46.1 µM), inactives show top-dose activity, negative = active, actives largely listed as inhibitors; Q9HC16;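 also: potency is read from the fitted curve at half-maximal effect; % is scaled to controls: 0 for no effect and ±100 for the full control effect; nearly all actives have a fitted effect of over 60% in size; hits raise eYFP signal because A3G escapes Vif-driven loss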
Target sequence (Q9HC16 whole entry, looked up): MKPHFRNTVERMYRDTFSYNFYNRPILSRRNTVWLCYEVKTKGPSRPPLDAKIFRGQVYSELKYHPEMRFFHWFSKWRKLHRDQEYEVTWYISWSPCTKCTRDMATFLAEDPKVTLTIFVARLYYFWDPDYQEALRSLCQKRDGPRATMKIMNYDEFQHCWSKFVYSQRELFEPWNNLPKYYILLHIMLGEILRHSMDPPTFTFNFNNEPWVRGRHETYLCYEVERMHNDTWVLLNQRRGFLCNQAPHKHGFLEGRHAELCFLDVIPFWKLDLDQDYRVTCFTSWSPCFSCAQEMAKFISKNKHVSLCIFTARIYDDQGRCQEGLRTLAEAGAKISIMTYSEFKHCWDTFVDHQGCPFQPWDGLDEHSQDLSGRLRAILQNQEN
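Read-out is eYFP fluorescence (Ex 488/Em 500-530) from Vif-expressing HeLa A3G-eYFP cells; more signal means A3G escaped Vif-mediated degradation. Cells plated overnight, compound pinned in, incubated overnight at 37 deg C.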
Vif-APOBEC3F blk – inhibitors of Vif-A3F interaction; HeLa A3F-eYFP + Vif (tagged APOBEC3F with the HIV-1 protein that degrades it), YFP fluorescence increase; Potency, µM (doses to about 46.1 µM), for inactives: at the highest dose activity, negative = active; actives 0.2% (n = 390,000); also: potency is read from the fitted curve at half-maximal effect; % of control where 0% means no effect; nearly all actives have a fitted effect of over 65% in size
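HeLa cells stably expressing A3F-eYFP plus Vif, plated and incubated overnight at 37 deg C, then exposed to compounds overnight at 37 deg C. Blocked degradation read as raised yellow fluorescence (Ex 488/Em 500-530).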
D1 potentiator – enhances dopamine response at the human D1 receptor; P21728; HEK293 TREx D1 cells, calcium flux, dopamine EC20 potentiation; potentiation, % at 10 µM; actives 0.036% (n = 360,000); AID 504651; in the data active = potentiation above about 30%; also: 0% is about no effect
D1 antag – human D1 dopamine receptor antagonism; HEK293 TREx D1 cells, calcium flux, dopamine EC80; stronger effect = lower value; AID 504652; activity change, negative = inhibition, % at 10 µM; P21728; actives 3.2% (n = 360,000); in the data active = activity change below about -30%; also: % is scaled to controls: 0 for no effect and ±100 for the full control effect
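Inducible Hek293 Trex D1 cells (tetracycline, overnight, 30 C). Calcium dye 30–90 min RT. Antagonist mode: EC80 dopamine added after 180 s compound read.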
D2 PAM – positive allosteric modulators of human D2 dopamine receptor; AID 485347; actives 0.34% (n = 340,000); HEK293 T-REx D2, calcium flux, EC20 dopamine potentiation; P14416; potentiation, % at 10 µM;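 active = potentiation over 3 SD above the plate norm, cut at about 30% in these data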; also: 0% is about no effect
Target sequence (P14416 whole entry, looked up): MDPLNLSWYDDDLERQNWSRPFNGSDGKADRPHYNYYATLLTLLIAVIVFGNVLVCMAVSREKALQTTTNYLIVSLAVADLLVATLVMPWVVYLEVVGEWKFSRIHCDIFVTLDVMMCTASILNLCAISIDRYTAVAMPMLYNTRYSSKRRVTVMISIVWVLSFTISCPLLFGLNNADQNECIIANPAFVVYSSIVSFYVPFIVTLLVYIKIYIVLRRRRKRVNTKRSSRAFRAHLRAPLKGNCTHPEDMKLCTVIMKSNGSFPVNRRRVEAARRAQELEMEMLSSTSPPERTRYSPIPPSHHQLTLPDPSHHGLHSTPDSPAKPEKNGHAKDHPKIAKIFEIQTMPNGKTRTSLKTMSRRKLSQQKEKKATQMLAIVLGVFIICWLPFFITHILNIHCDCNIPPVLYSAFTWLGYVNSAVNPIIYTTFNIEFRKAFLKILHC
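Using a no-wash calcium dye in inducible, force-coupled HEK293 Trex cells expressing D2, we tracked fluorescence each second for 180 s after compound, then for 180 s after EC20 dopamine to detect augmented signalling.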
GRP78 ERSR act – induces the endoplasmic reticulum stress response in human glioma cells; U87-MG GRP78 promoter luciferase reporter, 16 h; actives 0.02% (n = 420,000); Potency, µM, for inactives: top-dose activation, actives largely listed as activators; AID 602332; also: potency is read from the fitted curve at half-maximal effect; series mostly up to about 76 µM; % of control where 0% means no effect; nearly all actives have a fitted effect of over 35% in size
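Stably transfected U87-MG glioma cells carrying a GRP78-based luciferase sensor; 16 h compound incubation. Luminescence end-point read 10 min after Bright-Glo addition at room temperature.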
RXFP1 antagonist – blocks the human relaxin receptor RXFP1; actives 0.59% (n = 350,000); AID 1259400; activity change, negative = inhibition, % at 57.5 µM; Q9HBX9; HEK293-RXFP1, relaxin-stimulated cAMP HTRF, 30 min; stronger effect = lower value;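 active = activity change of -60% or lower, but not beyond a set lower limit; inconclusive = change between -60% and -40%, or beyond the set limit; inactive = change above -40%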; also: % is scaled to controls: 0 for no effect and ±100 for the full control effect
D1 agonist – activates the human D1 dopamine receptor; HEK293 T-REx D1 cells, calcium flux, agonist mode; activation, % at 2 µM; actives 1% (n = 360,000); AID 504660; in the data active = activation above about 30%; also: 0% is about no effect
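Agonism was scored from calcium flux recorded over 180 s (1 read/s) after pintool compound addition, following a 10-cycle baseline. Cells were inducible force-coupled HEK293 TREx D1, plated overnight at 30 C and loaded with no-wash calcium dye.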
The depositor's hits bear a star; ? = inconclusive; . = not tested or not shown. Unless noted, calls follow the shape of the dose curve; as a rule, active = well fitted curve in the direction sought with a large enough effect; inconclusive = small, poorly fitted or top-dose-only effect, or another doubt; inactive = no such curve, though single readings can be large; an effect the other way counts as inactive or inconclusive.

RXFP1 agonist,Vif-A3G inh,molecule,Vif-APOBEC3F blk,D1 potentiator,D1 antag,D2 PAM,GRP78 ERSR act,RXFP1 antagonist,D1 agonist
1.9%,-2%,COc1ccc(-c2nnc(SCC(=O)c3ccc(C)o3)o2)cc1,-1%,-2,-2,0,6%,1,-2
4.1%,0%,CC(=O)n1nc(-c2ccc(Cl)cc2)nc1NCc1ccco1,-22%,-3,-4,1,3%,-3,2
0.0%,2%,Cc1ccc(S(=O)(=O)NCCC(=O)Nc2ccncc2)cc1C,-9%,2,-8,-2,-1%,4,0
?,4%,COc1cccc(C(=O)Nc2c(C(=O)c3ccc(F)cc3)oc3ccccc23)c1,2%,-6,-5,.,-2%,.,1
0.7%,0%,COc1ccc(C(C)(C)C)cc1NC(=O)c1cc(S(=O)(=O)N(C)C)ccc1N1CCCC1,-2%,-9,-51*,5,-4%,.,4
0.6%,4%,CC1CN=C(N(C(=O)Nc2ccccc2)c2ccc(F)cc2)S1 (centres undefined),-2%,.,10,3,4%,.,3
1.5%,-5%,CCOC(=O)c1c(-c2ccccc2)csc1NC(=O)c1nc(S(=O)(=O)CC)ncc1Cl,1%,-4,-47*,-1,0%,-29,3
-0.9%,-4%,CCN(CC)CCNCc1cc(Cl)ccc1OCc1ccccc1F,0%,-21,-13,-15,-2%,-14,8
.,1%,COc1cccc(NC(=S)NC(=O)c2cncc(Br)c2)c1,?,.,.,.,3%,5,.
-0.4%,-3%,COc1ccccc1CCC(=O)Nc1ccc2c(c1)CN(Cc1ccc(CO)o1)CC2,6%,-2,-26,-11,-5%,2,4
3.7%,1%,Cc1ccc(C)c(NC(=O)CSc2nc(=O)n(Cc3ccncc3)c3c2CCC3)c1,0%,1,.,-5,-1%,.,-1
-0.5%,11%,CCOc1ccc(C(=O)Nc2ccc(S(=O)(=O)N(Cc3ccccc3)c3ccccc3)cc2)cc1,4%,2,-19,9,0%,0,8
.,-6%,CCN(C(=O)c1ccc(NC(=O)C2CCCCC2C(=O)O)cc1)c1ccccc1 (centres undefined),-1%,.,.,.,-1%,9,.
?,-3%,O=S(=O)(c1ccccc1)c1cnc(-c2cccnc2)nc1-c1ccc(Cl)c(Cl)c1,10%,-1,-9,9,-6%,-9,-1
2.5%,-2%,COc1ccc(CCN(C)C(=O)c2cnc(C)cn2)cc1OC,-3%,.,4,-2,-2%,-17,3
-1.1%,-3%,O=C(O)c1ccc(NS(=O)(=O)/C=C/c2ccccc2)cc1O,-2%,-2,-7,8,-3%,15,3
1.2%,-6%,CSC1CCCCC1(O)CSc1nc2c(cc1C#N)CCCC2 (centres undefined),-12%,-2,-5,0,-5%,-20,2
0.7%,-8%,O=C(COC(=O)COc1ccc(Cl)cc1)Nc1ccc(N2CCOCC2)cc1,7%,-2,-28,-8,-1%,-15,7
2.7%,0%,CC(=O)c1ccc2c(c1)OCCOCCOCCOCCO2,3%,-4,-3,-6,-5%,2,1
4.1%,2%,Cc1cc(Oc2ccc(=O)n(C)n2)nc(SCC(N)=O)n1,-1%,-7,25,2,-6%,6,4

Given with each value named: part of the list above.
Structure: CC(=O)c1ccc2c(c1)OCCOCCOCCOCCO2
  RXFP1 agonist: 2.7% | Vif-A3G inh: 0% | Vif-APOBEC3F blk: 3% | D1 potentiator: -4 | D1 antag: -3 | D2 PAM: -6 | GRP78 ERSR act: -5% | RXFP1 antagonist: 2 | D1 agonist: 1
Structure: Cc1cc(Oc2ccc(=O)n(C)n2)nc(SCC(N)=O)n1
  RXFP1 agonist: 4.1% | Vif-A3G inh: 2% | Vif-APOBEC3F blk: -1% | D1 potentiator: -7 | D1 antag: 25 | D2 PAM: 2 | GRP78 ERSR act: -6% | RXFP1 antagonist: 6 | D1 agonist: 4

(next part)
RXFP1 agonist,Vif-A3G inh,molecule,Vif-APOBEC3F blk,D1 potentiator,D1 antag,D2 PAM,GRP78 ERSR act,RXFP1 antagonist,D1 agonist
0.6%,-1%,Cc1ccccc1NC(=O)CN1C(=O)S/C(=C\c2ccc(-c3cc(C(=O)O)ccc3C)o2)C1=O,-6%,-7,-21,12,-3%,2,4
-4.8%,-6%,O=C(NC(=S)N1CCCCC1c1cccnc1)c1ccc(F)cc1 (centres undefined),2%,-2,0,2,4%,15,0
-0.7%,-6%,COCC(=O)OCC(=O)Nc1cc(C(C)(C)C)nn1-c1ccccc1,-4%,-3,6,1,0%,9,1
-2.2%,-8%,Cc1ccc(Nc2ccccc2N)cc1,?,-8,0,.,0%,-4,0
-0.3%,6%,O=C1c2ccccc2C(=O)c2c1cccc2N1CCN(CCO)CC1,-4%,-3,3,-1,-5%,-15,-1
0.2%,4%,Cc1nc2c(-c3ccc(F)cc3)c(C)nn2c(C)c1CCC(=O)NCc1cccc(Cl)c1,2%,-7,-39*,8,-5%,.,2
0.2%,3%,CCNc1c(NC(=O)C2CCC(C)CC2)c(=O)oc2ccccc12 (centres undefined),-12%,0,19,10,0%,3,-4
-0.1%,3%,COc1ccc(C(=O)CN2C(=O)NC3(CCCc4ccccc43)C2=O)cc1OC (centres undefined),-7%,0,7,-3,-5%,2,1
-0.9%,3%,O=C(c1ccc(OC2CCN(Cc3ccc(F)cc3)CC2)cc1)N1CCCC1,-1%,-1,-1,-6,-6%,6,1
-3.0%,2%,CS(=O)(=O)c1ccc(Cl)c(NC(=O)CSc2nnc(-c3cccs3)n2N)c1,-8%,2,-18,5,-6%,-2,1
2.9%,-13%,COC1OC(COC(=O)CNC(=O)OC(C)(C)C)C(O)C(O)C1O (centres undefined),7%,-2,1,5,-4%,-3,3
-1.3%,-2%,COc1ccccc1OCCCCOc1ccccc1F,-10%,-1,-6,4,6%,5,1
-0.4%,2%,N/C(=N\OC(=O)Cc1ccccc1)c1cccc(Br)c1,6%,-2,.,-6,0%,-17,0
17%,0%,CCOC(=O)N1CCC(n2c(SCC(=O)c3ccccc3)nc3ccsc3c2=O)CC1,-8%,3,-6,-1,1%,-13,1
1.3%,?,COc1ccccc1CNc1ccc2c(c1)CCC2,?,7,-15,-7,4%,6,0
0.3%,-1%,O=C(NCC(c1ccccc1)c1ccccc1)c1nn(-c2ccccc2F)nc1CO,1%,4,3,-4,-5%,-24,7
0.1%,-3%,CC(=O)Nc1ccc(S(=O)(=O)Nc2ccccc2C(=O)NCc2cccnc2)cc1,9%,18,-3,18,-8%,14,3
2.6%,3%,COc1ccc(OC)c(/C=N/Nc2nc(C)cc(=O)[nH]2)c1,-15%,3,8,13,-1%,-1,3
0.2%,-1%,Cn1cccc1Cc1nnc(SCC(=O)N2CCc3ccccc32)n1CCc1ccccc1,2%,2,-7,6,-3%,-29,-2
0.0%,0%,COCC(=O)N(Cc1cc2cc(OC)ccc2[nH]c1=O)c1ccc(C)cc1,-5%,0,12,-11,1%,-1,1
3.7%,5%,CCC1CCCCN1S(=O)(=O)c1ccc(NC(=O)c2nc(SC)ncc2Cl)cc1 (centres undefined),0%,0,-8,13,1%,.,5
-1.4%,-2%,CON1C(=O)C(=O)N(OC)C2CCCCCC21 (centres undefined),3%,-7,-16,-1,-3%,17,2
-0.5%,-3%,Nc1cc(=O)[nH]c(SCc2cccc3ccccc23)n1,4%,-4,-1,8,-1%,2,4
3.2%,?,Cc1cc(C)n2nc(C(=O)N/N=C/c3c4ccccc4cc4ccccc34)nc2n1,?,-2,0,-7,0%,28,-1
3.5%,-7%,O=C(COC(=O)c1ccc(S(=O)(=O)N2CCCCC2)cc1)Nc1ccccc1,-7%,.,11,-6,-3%,0,34*
1.0%,1%,O=C(OCc1c(F)cccc1Cl)c1cccc(S(=O)(=O)N2CCOCC2)c1,-16%,0,9,14,-3%,8,7
10%,-1%,COc1cc(NC(=O)c2[nH]c(C)c(C(C)=O)c2C)cc(OC)c1OC,-4%,1,8,17,1%,14,-3
-0.4%,-1%,Cc1ccc(NC(=O)CS(=O)CC(=O)N(CC(=O)NC2CCCC2)c2cccc(C)c2C)cc1 (centres undefined),2%,1,-5,-22,-3%,-18,1
4.2%,-4%,CSc1cccc(Nc2cc(C(=O)NCCc3ccc(Cl)cc3)c3ccccc3n2)c1,-16%,-1,-26,-5,0%,.,1
-0.1%,1%,CCOC(=O)c1ccc(OCc2nc(-c3cccs3)no2)cc1,1%,1,-13,6,2%,8,10
-1.6%,2%,Cc1ccc(S(=O)(=O)N(C)S(=O)(=O)c2ccc(C)cc2)cc1,0%,-2,-18,8,1%,.,5
1.6%,-4%,COc1cccc(NC(=O)CSc2nc(=O)n(Cc3ccco3)c3c2CCC3)c1,1%,0,.,-3,-1%,.,0
0.8%,0%,Cn1c(=O)[nH]c2cc(-c3noc(-c4ccc(F)cc4)n3)ccc21,-5%,-4,2,-16,11%,-18,3
3.1%,2%,CCS(=O)(=O)N1CCN(c2ccccc2)CC1,6%,-1,-4,-3,-1%,2,1
3.0%,-1%,Cc1cc(C)cc(N2CC(O)Cn3c2nc2c3c(=O)[nH]c(=O)n2C)c1 (centres undefined),-2%,-2,0,-7,1%,11,4
0.7%,0%,Cn1c(N)c(C(=O)Nc2cccc(Cl)c2)c(=O)n(C)c1=O,2%,-2,-5,4,5%,-5,0
0.5%,-1%,CN(c1ccccc1C(=O)N1CCN(c2ccccc2)CC1)S(C)(=O)=O,-4%,-8,-16,-1,-2%,7,2
1.2%,-2%,CCCN(CC(=O)Nc1ccccc1C)C(=O)c1ccc(OCc2c(C)noc2C)cc1,-6%,-3,20,.,-2%,3,2
-1.3%,3%,Cc1ccc(F)cc1NC(=O)CSc1ncccn1,-24%,-2,2,5,-5%,-9,4
-0.4%,3%,O=C(Nc1ccc2snnc2c1)N1CCCCC1,-19%,-1,16,-3,6%,-8,2
7.5%,0%,Cc1[nH]c(=O)c(C#N)cc1-c1ccccc1,-2%,-4,2,-2,-2%,1,0
14%,?,COc1ccc(Nc2nc3cc(C)ccc3cc2C#N)cc1,22µM*,6,13,8,-1%,1,8
-1.9%,2%,CC1=C(C(=O)Nc2cc(C(=O)N(C)Cc3ccccc3)ccc2C)SCCO1,-4%,5,-9,-14,6%,11,4

A portion of the library, so the mix of outcomes need not match the whole.
